M1 ag parental – nonselective activator or artifact in parental CHO-K1 cells | activation, % at 3 µM | hit rate 0.48% among 360,000 | Fluo-8 calcium fluorescence; scaled to maximal ATP response, vehicle zero; in the data active means activation above about 15%;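 further: untransfected CHO-K1 host cells lacking M1 receptor as counterscreen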
TAAR1 antagonist – antagonists of human TAAR1; AID 624466; hit rate 1.5% among 360,000; inhibition, % at 3 µM; CHO RD-HGA16 TAAR1, Fluo-8 calcium fluorescence, antagonist;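 active means inhibition above a per-plate cutoff, the mean inhibition of test compounds on that plate plus 3 SD, cut at about 49% in these data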;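 further: 0% = DMSO plus EC80 beta-PEA response and 100% = DMSO alone without agonist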
Target sequence (Q96RJ0 whole entry, looked up): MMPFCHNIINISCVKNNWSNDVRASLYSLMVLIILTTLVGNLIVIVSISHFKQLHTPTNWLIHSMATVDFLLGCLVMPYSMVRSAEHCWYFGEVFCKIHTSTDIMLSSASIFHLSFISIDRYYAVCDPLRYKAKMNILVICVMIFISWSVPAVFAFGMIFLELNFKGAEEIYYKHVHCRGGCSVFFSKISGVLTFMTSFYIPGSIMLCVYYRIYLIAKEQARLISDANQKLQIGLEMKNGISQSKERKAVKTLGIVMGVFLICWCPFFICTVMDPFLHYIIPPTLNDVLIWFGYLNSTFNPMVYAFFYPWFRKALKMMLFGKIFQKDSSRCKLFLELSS
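System: RD-HGA16 CHO cells with stable hTAAR1 and Gα16 | Probe or stimulus: EC80 β-phenethylamine stimulus | Dosing: 3 µM, single point | Times: Dye loading 75 min at 37 °C, then 30 min room temperature | Measured by: Fluo-8 calcium-sensitive fluorescence | Read-out basis: % inhibition of agonist calcium response | Replicates: n of 1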
M1 PAM parental – M1 PAM counterscreen hit in parental CHO-K1 cells; ATP EC20, Fluo-8 calcium fluorescence; 0% at ATP EC20, 100% at ATP max; hit rate 0.02% among 360,000; AID 602247; activation, % at 3 µM;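 active means activation above the run cutoff, the mean activation of all test compounds plus 3 SD, cut at about 40% in these data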;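 further: peak over basal fluorescence ratio in a 140 s read after ATP addition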
M1 PAM – positive allosteric modulators of human M1 muscarinic receptor | P11229 | CHO-K1 hM1, Fluo-8 calcium fluorescence, ACh EC20; 0% = ACh EC20, 100% = maximal ACh | activation, % at 3 µM | hit rate 0.088% among 360,000; in the data active means activation above about 19%, passing the limit was not always enough
Target sequence (P11229 whole entry, looked up): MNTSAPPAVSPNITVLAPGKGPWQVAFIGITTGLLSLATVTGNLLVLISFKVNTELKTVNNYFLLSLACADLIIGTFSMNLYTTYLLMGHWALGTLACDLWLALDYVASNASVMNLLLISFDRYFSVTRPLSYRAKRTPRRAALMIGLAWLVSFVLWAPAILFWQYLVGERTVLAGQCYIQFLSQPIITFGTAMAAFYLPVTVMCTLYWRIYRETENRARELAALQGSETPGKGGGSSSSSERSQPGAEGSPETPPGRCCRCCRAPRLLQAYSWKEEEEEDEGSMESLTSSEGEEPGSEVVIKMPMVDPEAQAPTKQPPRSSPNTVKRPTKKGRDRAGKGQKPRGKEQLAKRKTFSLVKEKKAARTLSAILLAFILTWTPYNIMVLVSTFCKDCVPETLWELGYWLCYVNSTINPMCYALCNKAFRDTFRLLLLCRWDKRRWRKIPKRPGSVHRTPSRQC
CHO-K1 Ca antag – M1 antagonist counterscreen hit in parental CHO-K1 cells. ATP-induced calcium, Fluo-8 fluorescence. inhibition, % at 3 µM. hit rate 0.6% among 360,000;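 active means inhibition above a per-plate cutoff, the plate's mean sample inhibition plus 3 SD, cut at about 24% in these data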;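 further: 0% = DMSO plus EC80 ATP and 100% = DMSO alone without ATP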
M1 antag – human CHRM1 antagonism | inhibition, % at 3 µM | AID 588852 | CHO-K1 hM1, Fluo-8 calcium fluorescence, ACh EC80 antagonist | hit rate 1.3% among 360,000;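 active means percent inhibition above its own plate's cutoff, namely the mean of that plate's compound wells plus 3 SD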;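 further: peak over basal fluorescence ratio during 140 s after agonist addition; 0% = ACh EC80 plus DMSO and 100% = DMSO alone without agonist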
CHRM1 agonist – activates human CHRM1 receptor. CHO-K1 hM1, Fluo-8 calcium fluorescence, agonist mode; 0% DMSO, 100% acetylcholine EC100. activation, % at 3 µM. hit rate 0.33% among 360,000. AID 588814;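 active means activation above the run's mean compound activation plus 3 SD, cut at about 16% in these data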;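 further: peak over basal fluorescence ratio within a 140 s kinetic read after compound addition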
CHO parental Ca – signal in parental CHO cells, OX1R antagonist counter-screen. parental CHO-K1, ATP-induced calcium, Fluo-8 fluorescence. inhibition, % at 5.6 µM. hit rate 0.63% among 330,000;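 active means inhibition above that plate's mean sample inhibition plus 3 SD, cut at about 26% in these data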;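 further: 0% = ATP-challenged DMSO wells and 100% = DMSO wells without ATP; some compounds past the cut are filed as inactive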
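material = parental CHO cells | also added = ATP as calcium-mobilizing challenge | dosing = single point at 5.6 µM | detection = intracellular calcium via Fluo-8 no-wash fluorescent dye | read-out = % inhibition | benchmarks = low control ATP plus DMSO, high control DMSO only | repeats = one well per compound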
TAAR1 agonist – agonists of human TAAR1 | hit rate 0.99% among 360,000 | Q96RJ0 | activation, % at 3 µM | CHO RD-HGA16 TAAR1, Fluo-8 calcium fluorescence; vehicle wells 0%, saturating PEA agonist 100%;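 active means activation above the mean activation of all test compounds in the run plus 3 SD, cut at about 38% in these data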
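Signal – calcium-sensitive Fluo-8 signal, excitation 470-495, emission 515-575 nm · System – RD-HGA16 (CHO) cells co-expressing Gα16 and hTAAR1 · Incubation – 17-24 h seeding, 75 min 37 °C dye, 30 min RT · Compound dosing – 3 µM single concentration · Repeats – no replicates (n 1)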
* marks the source's active call; other numbers are inactive results; nt = no result given.

SMILES	M1 ag parental	TAAR1 antagonist	M1 PAM parental	M1 PAM	CHO-K1 Ca antag	M1 antag	CHRM1 agonist	CHO parental Ca	TAAR1 agonist
O=CN1CCN(c2ncnc3c2nnn3Cc2c(F)cccc2Cl)CC1	1.5	10	12	15	-9	-15	-6	0	7
C/C(=N\NC(=O)C1(C)CC1(Br)Br)c1ccc(NC(=O)c2ccc(C)o2)cc1 (stereo not given)	1.1	39	16	2	-10	-4	-5	-10	12
Cn1c(=O)n(CC(N)=O)c(=O)c2c1nc1n2CCCN1Cc1ccccc1	0.2	-2	14	0	8	8	-6	nt	2
Cc1nnsc1-c1nnc(SCC(=O)c2ccccc2)n1C1CC1	4.8	3	1	1	2	-5	-4	-19	1
Cc1c(CCC(=O)N[C@@H](CCCNC(N)=O)C(=O)O)c(=O)oc2cc3oc4c(c3cc12)CCCC4	0.5	5	5	1	-7	3	-7	-7	-2
CN(CC(=O)Nc1ccc(F)cc1)C(=O)c1cc(-c2ccco2)nc2ccccc12	3.2	39	-9	7	2	-5	-3	-19	11
COc1ccc(NC(=O)N2CCCC(C(=O)Nc3ccccc3OC)C2)cc1 (stereo not given)	0.1	2	16	11	-19	-12	-2	-2	-2
Cc1cccc(OCCCn2c(=O)oc3ccc(C)cc32)c1	-0.7	-31	-3	-2	4	5	-6	-23	-2
O=C(CSc1nnc(CNC(=O)c2c(F)cccc2F)o1)c1ccccc1	0.6	-20	-11	6	15	1	1	-5	2
CC1=CC(C)(C)N2C(=O)C(=O)c3cc(OC(=O)c4ccco4)cc1c32	5.9	12	3	-9	11	10	-6	-21	6
COc1ccc(S(=O)(=O)N2CCCCC2)cc1NC(=O)Cn1c(=O)cnc2ccccc21	1.4	6	-4	4	3	6	-1	-6	6
CC(C(=O)NC1CCCCCC1)n1cc([N+](=O)[O-])cn1 (stereo not given)	0.7	-4	13	5	-16	-10	-5	1	0
Cc1cc(NC(=O)CCl)n(-c2nc3ccccc3s2)n1	-0.2	-7	-16	-7	20	10	-4	-10	6
CCn1nc(C(=O)NNC(=O)c2cc(Cl)ccc2OC)c2ccccc2c1=O	-0.5	10	14	8	-12	-4	-3	-35	2
CCOc1ccc(NC(=O)Cn2ncc3ccccc32)cc1	0.2	4	-1	5	-7	-9	-7	nt	-2
CC(NC(=O)CSc1n[nH]c(N)n1)c1ccccc1 (stereo not given)	0.0	-4	1	9	-9	-8	-1	-8	3
Cn1c(=O)c2sccc2n2c(CCCC(=O)NCCc3ccccc3)nnc12	0.9	-8	21	14	-18	-14	-4	-9	5
CCOc1ccccc1C1NC(=O)NC(C)=C1C(=O)OC1CCCCC1 (stereo not given)	0.2	-18	19	-1	-25	-1	-7	-20	15
C/C(Cn1nc([N+](=O)[O-])cc1C)=N\NC(=O)c1cccc(Br)c1	-0.1	-7	-6	-5	10	-4	-2	-9	4
C=CC[C@@H](CC(=O)N(CCO)Cc1ccccc1)C(=O)NC[C@H](OC(=O)[C@@H](CC=C)CC(=O)OC(C)(C)C)c1ccccc1	3.1	71*	-14	-4	7	18	0	-20	63*
COc1ccccc1CN1C(=O)C(Cc2ccccc2)ON=C1c1ncccc1C (stereo not given)	1.8	20	14	10	-6	-19	-3	nt	0
Nc1nc(NCC(=O)O)nc(N2CCCCCC2)c1[N+](=O)[O-]	-0.4	-13	11	13	-8	-9	-2	-4	-1
O=C(c1ccccn1)c1conc1C(=O)c1ccc(Br)cc1	-0.3	-1	7	4	0	-5	-7	-13	4
CCOc1ccc(S(=O)(=O)N2CCCC(C(=O)NCc3cccnc3)C2)cc1 (stereo not given)	2.2	-9	22	7	-20	-8	-5	-10	0
CC(C)n1cc(C(=O)c2ccccc2O)cc(C#N)c1=O	1.0	-10	20	16	-19	-13	-1	-10	3
CC(NC(=O)c1ccc(NC(=O)c2ccco2)cc1)c1ccccc1 (stereo not given)	0.7	10	0	5	-2	-8	-1	-9	3
COCCNCC(=O)Nc1ccccc1Sc1ccccc1	1.3	-1	14	12	8	-5	-9	-12	5
Cc1ccc(C)c(N(Cc2ccccc2F)S(C)(=O)=O)c1	-0.1	-8	29	7	-21	-33	-4	8	3
CN(Cc1c(F)cccc1Cl)C(=O)c1ccc(COc2ccccc2)cc1	0.3	2	7	-2	-13	1	-5	-15	-1
Cc1ccc(C)c(N2CCN(C(=O)c3csc4ccccc34)CC2)c1	0.7	26	22	-5	-14	5	-6	-22	2
CCN(CC)C(=O)[C@H]1C[C@H](CC(=O)NCc2ccc(OC)c(OC)c2)C(=O)N2CCc3c([nH]c4cc(-c5ccco5)ccc34)[C@]12C	1.4	4	-5	6	-11	-10	-5	-23	9
CC(C)C(NC(=O)CN1C(=O)c2ccccc2C1=O)c1ccccc1 (stereo not given)	1.6	-12	7	0	-10	-4	0	nt	4
CCC(C)c1ccc(NC(=O)C2CCN(c3ccc(C(F)(F)F)cn3)CC2)cc1 (stereo not given)	-0.2	-11	18	3	-5	2	-5	-10	14
Cc1cc(N2CCOCC2)n2cc(-c3ccccc3)nc2n1	1.1	-14	-6	-8	-8	23	-1	-13	1
c1ccc(-c2noc(CSc3nnnn3C3CCCCC3)n2)cc1	0.9	13	6	0	6	1	-2	8	4
Cc1noc(C)c1C(=O)N1CCC1(C)C(=O)NS(=O)(=O)c1ccccc1Cl (stereo not given)	1.2	-10	13	5	-6	-12	-1	nt	0

Overlap with the part before: 3 entries, followed by the next part.
SMILES	M1 ag parental	TAAR1 antagonist	M1 PAM parental	M1 PAM	CHO-K1 Ca antag	M1 antag	CHRM1 agonist	CHO parental Ca	TAAR1 agonist
Cc1cc(N2CCOCC2)n2cc(-c3ccccc3)nc2n1	1.1	-14	-6	-8	-8	23	-1	-13	1
c1ccc(-c2noc(CSc3nnnn3C3CCCCC3)n2)cc1	0.9	13	6	0	6	1	-2	8	4
Cc1noc(C)c1C(=O)N1CCC1(C)C(=O)NS(=O)(=O)c1ccccc1Cl (stereo not given)	1.2	-10	13	5	-6	-12	-1	nt	0
Cc1cc(C)n2nc(SC(C)C(=O)N(C)c3ccccc3)nc2n1 (stereo not given)	0.3	-10	10	6	-15	2	-4	-4	4
Cc1ccc(CSCc2ccc(C(=O)NC3CCCC3)o2)cc1	4.3	-4	-21	6	10	-8	-1	-10	-1
CSc1nc(N)nc2c1ncn2Cc1ccccc1	0.5	-17	1	0	-6	-4	4	nt	3
CN(C)S(=O)(=O)c1ccc(-c2csc(N/N=C/c3ccco3)n2)cc1	15	79*	-21	-16	13	51*	6	17	30
CC(Oc1ccc2c(-c3ccccc3)cc(=O)oc2c1)C(=O)O (stereo not given)	0.0	-3	-2	-2	-3	5	-5	-2	13
S=C(NC1CC1)N1CCN(C(=S)NC2CC2)CC1	12	-7	1	3	7	-1	-3	-4	4
O=C(NNC(=O)c1cccnc1SCc1cccc([N+](=O)[O-])c1)c1ccc(F)cc1	2.5	-1	-5	-2	11	3	1	-16	5
CN(C)CCCN(C(=O)CCc1ccccc1)c1nc2ccc(F)cc2s1	2.0	-10	25	3	-6	-3	-9	2	3
Cc1cccc(C)c1OCCCCc1c(C)n[nH]c1C	6.7	19	17	-4	-10	3	-5	-11	8
Nc1nc(-c2ccco2)nn1C(=O)c1ccc([N+](=O)[O-])cc1	1.0	4	11	3	-11	-8	-6	-2	4
Cn1nc(C(C)(C)C)cc1C(=O)N1CCCC(c2cc(C(=O)NCc3ccccc3)no2)C1 (stereo not given)	5.6	-7	3	-3	7	-6	-1	nt	0
CC(=O)Nc1cc(-c2ccoc2)cn2c(-c3ccccc3)cnc12	1.8	1	8	-1	-4	-3	-5	nt	1

Results in M1 PAM parental, for some of the entries so far:
compound	M1 PAM parental
Cc1cc(C)n2nc(SC(C)C(=O)N(C)c3ccccc3)nc2n1 (stereo not given)	10
Cc1ccc(CSCc2ccc(C(=O)NC3CCCC3)o2)cc1	-21
CSc1nc(N)nc2c1ncn2Cc1ccccc1	1
CN(C)S(=O)(=O)c1ccc(-c2csc(N/N=C/c3ccco3)n2)cc1	-21

Later entries
SMILES	M1 ag parental	TAAR1 antagonist	M1 PAM parental	M1 PAM	CHO-K1 Ca antag	M1 antag	CHRM1 agonist	CHO parental Ca	TAAR1 agonist
O=c1[nH]c(=O)n([C@H]2C[C@H](O)[C@@H](CO)O2)cc1Br	-0.3	-1	9	4	-16	-11	-3	0	1
COc1cc(C(=O)OC(C)c2ccc(F)cc2)ccc1OCC(=O)N1CCOCC1 (stereo not given)	2.4	-14	12	1	-10	-7	-1	-8	4
COc1ccc(N(CC(=O)NCC2CCCO2)C(=O)CCC(=O)Nc2cc(C)on2)cc1OC (stereo not given)	0.4	-3	-10	10	-6	-20	-2	-4	1
CCCCNC(=O)CS(=O)Cc1nc(-c2cccs2)oc1C (stereo not given)	-0.2	-9	-4	5	-1	-9	-1	-16	-1
CC(C)C[C@@H]1O[C@H](CCc2ccccc2)Cc2[nH][nH]c(=O)c21	-0.3	-10	2	nt	-1	nt	nt	nt	-2
CCC(=O)c1cn(CC(=O)Nc2cc(C)ccc2C)c2ccccc12	0.5	9	16	15	-7	-27	-1	-22	4
CCn1ncc(CN2CCN(Cc3ccc(OC)c(C)c3C)C(CCO)C2)c1C (stereo not given)	0.2	2	10	3	-3	-7	-14	-23	9
Cc1ccnc(OC(C(=O)O)C(OCCc2ccccc2)(c2ccccc2)c2ccccc2)n1 (stereo not given)	0.4	13	-5	14	9	-19	-2	-21	13
O=C(N1CCN(c2ccccc2F)CC1)C12CC3CC(CC(C3)C1)C2	0.3	6	22	11	-8	-16	3	-14	31
Cc1ccc(Nc2nnc(-c3ccncc3)s2)c(Br)c1	0.7	-10	23	0	-2	-1	-7	-17	3
CCOC(=O)N1CCN(C(=O)C[C@@H]2C[C@@]3(C(=O)OCC)CCC=C3N(Cc3ccccc3)C2=O)CC1	-0.3	-2	6	nt	-2	nt	nt	nt	-1
COc1ccc2oc(=O)c(C(=O)N3c4ccccc4CC3C)cc2c1 (stereo not given)	1.3	5	15	5	-15	-5	-7	5	18
CC1CN(Cc2ccccc2)c2nc3c(c(=O)n(CC(N)=O)c(=O)n3C)n2C1 (stereo not given)	0.4	-16	0	15	-3	-9	5	-10	5
O=C(Cc1ccc(S(=O)(=O)N2CCOCC2)s1)Nc1ccc2c(c1)CCC2	4.8	-13	15	-3	1	3	-4	8	21
Cc1c([N+](=O)[O-])c(C(=O)N2CCCC2)nn1C	2.3	-7	13	-2	-2	3	-4	2	14
CC1CCCCN1CCNC(=O)C1CCCN(c2ncnc3c2nc2n3CCCCC2)C1 (stereo not given)	0.4	-24	5	-8	-9	9	-5	-18	3

Bioassay records: PubChem, The Scripps Research Institute Molecular Screening Center
